Screening data as filed in PubChem BioAssay.
Giardia FBPA inh = inhibitors of Giardia lamblia fructose-1,6-bisphosphate aldolase; purified Giardia FBPA; Potency, µM (series often up to 59.6 µM), for inactives: at the highest dose activity, negative = inhibition, actives largely listed as inhibitors; 290,000 tested, 0.71% active; AID 2451; note: potency is the fitted concentration of half-maximal effect; nearly all actives have a fitted effect of over 55% in size
Target sequence (A8B2U2 whole entry, looked up): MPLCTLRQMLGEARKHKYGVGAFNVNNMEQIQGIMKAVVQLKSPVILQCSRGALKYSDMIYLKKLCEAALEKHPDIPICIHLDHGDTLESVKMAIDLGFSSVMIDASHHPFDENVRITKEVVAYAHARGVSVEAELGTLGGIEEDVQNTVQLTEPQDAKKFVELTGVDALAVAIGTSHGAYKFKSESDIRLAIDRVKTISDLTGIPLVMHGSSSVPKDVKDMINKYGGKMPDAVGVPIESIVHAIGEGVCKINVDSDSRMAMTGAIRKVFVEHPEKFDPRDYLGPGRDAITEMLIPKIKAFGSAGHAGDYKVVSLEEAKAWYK
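Giardia FBPA (40 nM reagent) was preincubated 10 min at RT with compound (up to 57.5 uM final), then substrate plus GAPDH/TPI/NAD/arsenate coupling system with diaphorase/resazurin was added; resorufin fluorescence (525/598 nm) was read after 20 min.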
AmpC inh detg = AmpC beta-lactamase inhibition with detergent present; Potency, µM (titrated, usually from 114 µM), for the others: at the top dose activity change, negative = inhibition, actives largely listed as inhibitors; AmpC hydrolysis of nitrocefin, absorbance 480 nm, 0.01% Triton; 370,000 tested, 0.041% active; AID 485294;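 note: potency is the fitted concentration of half-maximal effect; 0% = no-compound wells and -100% = no-enzyme wells; nearly all actives have a fitted effect of over 25% in size; some results filed as inactive show a strong effect at the top dose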
Target sequence (P00811 whole entry, looked up): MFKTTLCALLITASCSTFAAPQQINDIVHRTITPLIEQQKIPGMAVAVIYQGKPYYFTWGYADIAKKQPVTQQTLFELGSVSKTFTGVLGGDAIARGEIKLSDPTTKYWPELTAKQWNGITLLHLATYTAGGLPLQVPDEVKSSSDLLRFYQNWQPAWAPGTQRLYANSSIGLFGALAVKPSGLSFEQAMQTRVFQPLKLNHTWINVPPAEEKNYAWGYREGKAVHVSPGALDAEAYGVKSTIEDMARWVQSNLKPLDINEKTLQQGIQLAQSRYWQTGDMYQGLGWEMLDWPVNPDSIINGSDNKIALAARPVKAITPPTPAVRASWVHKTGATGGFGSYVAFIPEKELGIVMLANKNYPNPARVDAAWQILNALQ
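AmpC (5.3 nM in the dispensed reagent) in 20 mM phosphate pH 7.0 with 0.01% (detergent screen) or 0.0001% Triton X-100 was preincubated with compounds for 15 min at room temperature. Nitrocefin was then added from an 800 uM solution, and hydrolysis was followed at 480 nm.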
AmpC no deterg = AmpC beta-lactamase inhibition without detergent. P00811. AmpC nitrocefin hydrolysis, absorbance 480 nm, 0.0001% Triton. Potency, µM (top dose mostly 57.1 µM), for the others: at the highest dose activity change, negative = inhibition, usual class: inhibitors. 330,000 tested, 0.52% active. AID 485341;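 note: potency is the fitted concentration of half-maximal effect; plate controls were no compound for no effect and no enzyme for full effect; nearly all actives have a fitted effect of over 20% in size; some results filed as inactive show a strong effect at the top dose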
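20 mM phosphate pH 7.0 + 0.01% (detergent screen) or 0.0001% Triton X-100; 5.3 nM AmpC reagent; cpd preinc 15 min RT; nitrocefin (800 uM stock) to start; A480 q20 s × 4 min; Activity was normalised to no-enzyme and no-compound control wells.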
Sm TGR inh = S. mansoni TGR enzyme inhibition | Q962Y6 | purified TGR, DTNB reduction, TNB absorbance 405 nm | Potency, µM (top dose mostly 114 µM), inactives show at the top dose activity change, negative = inhibition, hits mostly inhibitors | 360,000 tested, 3% active; note: potency is the fitted concentration of half-maximal effect; nearly all actives have a fitted effect of over 60% in size
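Kinetic colorimetric format: TGR-catalysed, NADPH-driven DTNB reduction monitored via TNB absorbance. Enzyme dispensed at 20 nM; compound exposure 15 min at room temperature before reaction start.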
AMA1-RON2 inh = inhibitors of Plasmodium falciparum AMA1-RON2 interaction; AlphaScreen AMA1-biotinylated RON2 peptide binding; Potency, µM (titrated, usually from 58.2 µM), inactives show top-dose activity change, negative = inhibition, most hits filed as inhibitors; 360,000 tested, 0.2% active; AID 720542;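 note: potency is the fitted concentration of half-maximal effect; 0% = vehicle wells and -100% = peptide control; nearly all actives have a fitted effect of over 45% in size; some results filed as inactive show a strong effect at the top dose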
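AMA1 (3D7) with his tag at 25 nM final met compounds first, then biotinylated RON2 peptide at 25 nM; detection used donor plus acceptor beads, 10 µg/mL apiece, read by AlphaScreen after 30 min at room temperature.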
HCMV inh = human cytomegalovirus inhibition; HFF cells, HCMV-luciferase reporter, 72 h; active compounds read low; activity change, negative = inhibition, % at 57.5 µM; 410,000 tested, 4.5% active; AID 1259415; in the data active = activity change below about -60%; inconclusive = no clear call, values can overlap the other calls; inactive = above about -39%
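Inhibition of viral replication was scored as loss of reporter luminescence in HFFs infected with HCMV-luciferase (MOI 1 PFU/cell) for 72 h; compounds tested at 2 doses, normalized to buffer and Salinomycin controls.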
An asterisk follows results filed as active; ? = inconclusive; · = no result given; & = joins results of further samples; [ ] = remark or other dose. Unless noted, calls come from the whole dose curve; as a rule, active = well fitted curve in the direction sought with a large enough effect; inconclusive = small, poorly fitted or top-dose-only effect, or another doubt; inactive = no such curve, though single readings can be large; an effect the other way counts as inactive or inconclusive. Unless noted, % is set by controls: 0 for no effect and ±100 for the full control effect. Compounds as they come; any-hit rate near 7.8%.

SMILES	Giardia FBPA inh	AmpC inh detg	AmpC no deterg	Sm TGR inh	AMA1-RON2 inh	HCMV inh
Cc1c(NC(=O)CS(=O)(=O)c2ccccc2)c(=O)n(-c2ccccc2)n1C	5%	-1%	-38%	-19%	0%	-1
COc1ccc(Br)cc1CN1CCCCCC1	?	?	-24%	-5%	-1%	15
Cc1nc(-c2ccccc2)sc1CCNS(=O)(=O)c1ccc(Br)cc1	·	-10%	·	2%	·	-14
CC(C)c1ccc(NC(=O)C2CCN(S(=O)(=O)c3ccc(Br)s3)CC2)cc1	·	-4%	·	0%	·	-18
C=CCOc1ccc(/C=N/NC(=O)CN2CCOCC2)cc1OCC	0%	-12%	-2%	9%	-5%	14
Cc1ccc(C2=NN(CC(=O)NCCc3ccc(Cl)cc3)C(=O)CC2)cc1	·	23%	·	14%	·	-10
CC(C)Cn1c(-c2cc(Br)ccc2F)nc2c1c(=O)[nH]c(=O)n2CC(C)C	7%	-7%	0%	-15%	-8%	25
O=C(Nc1cccc([N+](=O)[O-])c1)c1ccccc1	-9%	-7%	-18%	12%	-5%	-26
CN1C/C(=C/c2cccs2)C(=O)/C(=C\c2cccs2)C1	-30%	2%	2%	?	-8%	-22
Cc1sc2ncn(CC(=O)N3CCCC(C)C3)c(=O)c2c1S(=O)(=O)N1CCCCC1 (stereo unspecified)	16%	-4%	2%	4%	3%	3
Cc1ccn2cc(C(=O)N3CCCC(Nc4ccc(F)cc4)C3)nc2c1 (stereo unspecified)	-3%	0%	14%	-8%	1%	-13
Cc1ccc(OCCNC(=O)c2cccc(S(=O)(=O)N3CCN(C)CC3)c2)cc1	·	?	27%	-13%	14%	-9
CCN(CCn1cccn1)C(=O)CCc1nnc(C2(c3ccc(Cl)cc3)CCC2)o1	1%	3%	167%[activator]	2%	-3%	-25
O=C(O)CCC(=O)NNC(=O)c1ccc(Br)cc1	3%	-3%	-16%	-2%	10%[2.32 µM]	85
CCCCC1(C)NC(=O)N(CC(=O)Nc2ccc(S(=O)(=O)N3CCOCC3)cc2)C1=O (stereo unspecified)	3%	0%	24%	?	-2%	13
O=C(NCc1ccccn1)c1ccc(Cl)c(S(=O)(=O)Nc2ccccc2C(=O)NCc2ccccn2)c1	1%	-10%	-13%	6%	30%	-15
CCc1cccc2c(C#N)cn(CC(=O)NCc3ccco3)c12	1%	?	-19%	-28%	15%	-23
O=C(Cn1[nH]c(=O)c2ccccc2c1=O)OCC(=O)c1ccccc1	·	-14%	-7%	-22%	-6%	-31
C=CCNC(=S)N/N=C(\C)c1ccc(OC)cc1	-15%	-6%	-21%	-27%	-12%	-28
COc1ccccc1OCCn1cc(/C=N/n2cnnc2)c2ccccc21	-1%	-2%	132%[activator]	-15%	5%	22
O=C(c1sc2ccccc2c1Cl)N(Cc1ccco1)C1CCS(=O)(=O)C1 (stereo unspecified)	3%	?	42%[activator]	32µM*	0%	-7
CCCN(C(=O)Cn1ncc2c([nH]c3ccccc32)c1=O)c1ccc(F)cc1	·	4%	·	0%	·	7
Cc1ccc(N(C)S(=O)(=O)c2ccc3c(c2)NC(=O)C(C)S3)cc1 (stereo unspecified)	·	-5%	-18%	2%	1%	?
O=C(CC(=O)NN=C1CCCC1)NCCc1ccccc1	-1%	-12%	-25%	-1%	4%	49
COc1ccc2[nH]c(C)c(C(=O)CN3CCc4cc(OC)c(OC)cc4C3)c2c1	-5%	7%	43%	-1%	-3%	1
O=C(CNC(c1ccccc1)c1ccccc1)Nc1ccccc1-c1ccccc1	-1%	-4%	-13%	7%	-11%[2.32 µM]	-71*
Cc1noc(NS(=O)(=O)c2ccc(NC(=O)/C=C/c3ccc(C(C)C)cc3)cc2)c1C	-2%	5%	-24%	5%	-4%	5
CCCc1cc(=O)c2ccc(OCC(C)=O)cc2o1	4%	?	0%	15%	9%	-17
COc1ccc2[nH]c3c(c2c1)CCN1C(=O)C(CC(=O)NCc2ccco2)C[C@H](C(=O)N(C(C)C)C(C)C)[C@@]31C (stereo partly specified)	·	·	211%[activator]	·	-21%	-8
CCC(=O)Nc1ccc(-c2nc3ccccc3c(=O)o2)cc1	2%	?	-26%	3%	13%	3
CCOP(=O)(O)c1cccc(OCCOCCOc2cccc(P(=O)(O)OCC)c2)c1	7%	0%	-16%	-8%	-29%	23
CN(CCC#N)C(=O)COC(=O)c1ccc2c(=O)n3c(nc2c1)CCC3	-6%	4%	7%	8%	3%	2
CC(C)(C)c1ccc(S(=O)(=O)NCc2ccc(C(=O)NCc3ccccn3)cc2)cc1	4%	-11%	-2%	-4%	3%	-7
Cc1ccc(C)c(CSc2nnc(CCN)o2)c1	7%	3%	1%	6%	32%[activator]	-9
CCN(C(=O)COC(=O)CNC(=O)c1ccc2ccccc2c1)C1CCS(=O)(=O)C1 (stereo unspecified)	2%	0%	6%	0%	-1%	17
CC(=O)Nc1ccc(-c2csc(NCCc3ccccc3)n2)cc1	3%	-6%	-16%	0%	-6%	?
Cc1ccc(NC(=O)CN(C)C(=O)c2n[nH]c(=O)c3ccccc23)cc1	0%	-3%	-11%[11.4 µM]	9%	0%	-6
CC1c2ccccc2N(NC(=O)Cc2ccccc2)C1C (stereo unspecified)	10%	12%	-6%	30%	5%	-10
Cc1ccc(C#N)c(SCc2cc3c(cc2Cl)OCO3)n1	12%	?	-9%	-24%	10%	4
CCN(C(=O)CN1c2ccccc2CC1C)c1c(N)n(Cc2ccccc2)c(=O)[nH]c1=O (stereo unspecified)	-1%	?	-13%	-13%	27%	-64*
Cc1cccc2c(N=NC(=O)c3ccc(NS(=O)(=O)c4cccs4)cc3)c(O)[nH]c12	·	-6%	-36%	-26%	-6%	188
CCCC(=O)Nc1ccc(Br)cn1	0%	?	-22%	3%	14%	-10
O=C(NNC(=O)C1C2C=CC(C2)C1C(=O)O)c1ccccc1O (stereo unspecified)	?	3%	-21%	-15%	50%[activator]	-12
CC(C)OC(=O)c1ccc(Cn2nnc3sc4c(c3c2=O)CCCC4)cc1	·	26%	·	11%	·	-10
CCCCNCc1cccn1-c1ccccc1	-25%	-1%	-26%	0%	-10%	-30
CC(C)COP(=O)(OCC(C)C)C(Nc1ccccc1)c1ccc(F)cc1 (stereo unspecified)	-1%	0%	101%[activator]	-10%	7%[11.6 µM]	51
COc1ccc(CCNC(=O)CCCN2C(=O)C(c3ccccc3)Oc3cccnc32)cc1OC (stereo unspecified)	·	1%	103%[activator]	-8%	1%	-10
O=C(Cn1c2ccc(F)cc2c2nc3n(c(=O)c21)CCS3)NCC1CCCO1 (stereo unspecified)	-1%	?	0%	-3%	-5%	-2
O=C(COC(=O)Cc1ccccc1[N+](=O)[O-])NNC(=O)c1ccc([N+](=O)[O-])cc1	·	-8%	-22%	-5%	104%[activator]	-21
O=S(=O)(c1ccccc1)c1nc(-c2ccc(F)cc2)oc1N1CCOCC1	11%	-11%&18%	4%	?	-3%	-27&-5
O=C(COc1cc2oc(=O)c3c(c2cc1Cl)CCCC3)NCC1CCC(C(=O)O)CC1 (stereo unspecified)	·	-2%	-12%	6%	15%	3
CC(Sc1ncnc2c1cnn2-c1ccccc1)C(=O)Nc1ccc(N2CCOCC2)cc1 (stereo unspecified)	·	-3%	-15%	-1%	11%	0
COc1cc(NC(=O)Cn2cnc(S(=O)(=O)N3CCCCC3)c2)cc(OC)c1OC	·	3%	-17%	6%	-7%	-33
COC(=O)c1nnn(Cc2ccccc2)c1N	-3%	0%	-13%	10%	-16%	29
COc1cccc(Nc2ccc3cc(S(=O)(=O)N4CCC(C)CC4)ccc3n2)c1	·	1%	·	8%	·	-87*
Cc1ccccc1Cn1nc(C)c(NC(=O)C2c3ccccc3Oc3ccccc32)c1C	2%	?	-19%	-1%	-4%	-15
CN(C)c1ccc(N=C/C=C2/N(C)c3ccccc3C2(C)C)cc1	-9%	-6%	-32%	-11%	?	-19
O=C(NNC(=O)c1ccc(NC(=O)c2ccccc2)cc1)Nc1ccccc1	-1%	-1%	-28%	·	-4%	-62*
OC1CCCN(Cc2cn(Cc3ccccc3)nc2-c2cc3ccccc3o2)C1 (stereo unspecified)	2%	-8%	115%[activator]	1%[57.1 µM]	-10%	-25
CCC(Sc1nc2ccccc2c2nc(CCn3c(C)nc4ccccc43)nn12)C(=O)Nc1ccc(F)cc1 (stereo unspecified)	·	-6%	·	-1%	·	-9
Cc1nn(-c2ccccc2)c(N2CCCC2)c1/C=N/NC(=O)c1cc2ccccc2cc1O	3%	-1%	-17%	6%	15%	2
COc1ccc(Cc2nnc(NC(=O)c3ccc(F)cc3)s2)cc1OC	-8%	0%	-2%	6%	-12%	7
CCOC(=O)c1cccc(NS(=O)(=O)c2ccc(-c3coc(C)n3)cc2)c1	·	3%	·	0%	·	19

An excerpt from above in order of count of non-hydrogen atoms, highest first.
SMILES	Giardia FBPA inh	AmpC inh detg	AmpC no deterg	Sm TGR inh	AMA1-RON2 inh	HCMV inh
CCC(Sc1nc2ccccc2c2nc(CCn3c(C)nc4ccccc43)nn12)C(=O)Nc1ccc(F)cc1 (stereo unspecified)	·	-6%	·	-1%	·	-9
Cc1nn(-c2ccccc2)c(N2CCCC2)c1/C=N/NC(=O)c1cc2ccccc2cc1O	3%	-1%	-17%	6%	15%	2
Cc1ccccc1Cn1nc(C)c(NC(=O)C2c3ccccc3Oc3ccccc32)c1C	2%	?	-19%	-1%	-4%	-15
O=C(COc1cc2oc(=O)c3c(c2cc1Cl)CCCC3)NCC1CCC(C(=O)O)CC1 (stereo unspecified)	·	-2%	-12%	6%	15%	3
COc1cc(NC(=O)Cn2cnc(S(=O)(=O)N3CCCCC3)c2)cc(OC)c1OC	·	3%	-17%	6%	-7%	-33
OC1CCCN(Cc2cn(Cc3ccccc3)nc2-c2cc3ccccc3o2)C1 (stereo unspecified)	2%	-8%	115%[activator]	1%[57.1 µM]	-10%	-25
O=C(NNC(=O)c1ccc(NC(=O)c2ccccc2)cc1)Nc1ccccc1	-1%	-1%	-28%	·	-4%	-62*
CCOC(=O)c1cccc(NS(=O)(=O)c2ccc(-c3coc(C)n3)cc2)c1	·	3%	·	0%	·	19
CN(C)c1ccc(N=C/C=C2/N(C)c3ccccc3C2(C)C)cc1	-9%	-6%	-32%	-11%	?	-19
COC(=O)c1nnn(Cc2ccccc2)c1N	-3%	0%	-13%	10%	-16%	29
